Compound activity as filed in PubChem BioAssay.
HSF1 inh = HSF1 inhibition | NIH3T3-HGL HSE-luciferase, MG132-induced, luminescence 8 h; active compounds read low | activity change, negative = inhibition, % at 7.5 µM (by protocol) | 300,000 tested, 0.77% active | AID 2098;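 active = more than half of replicate wells show activity change below -50%, luminescence cut by over half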;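 also: luciferase reports HSF-1 transcriptional activity via heat shock element; 0% = median of DMSO wells and -100% = zero luminescence signal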
KLF5 inhibitor = inhibitors of KLF5 expression. DLD-1 KLF5 promoter-luciferase reporter, luminescence. inhibition, % at 5 µM. 290,000 tested, 0.23% active;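 active = inhibition above a per-plate limit of that plate's mean compound inhibition plus 3 SD, cut at about 60% in these data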;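 also: 0% = DMSO wells and 100% = LY294002 at 200 µM; higher means less KLF5 promoter-driven luciferase light; inactives centre near -14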
aSyn UTR inh = 5' untranslated region of α-synuclein, MLPCN primary screen. 300,000 tested, 0.82% active. AID 1813. alpha-synuclein 5'UTR reporter, inhibitor activity. inhibition, % (tested at 7.5 µM); in the data active = inhibition above about 60%;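 also: H4 neuroglioblastoma cells stably carrying SNCA 5'UTR luciferase fusion; 0% = DMSO wells and 100% = positive control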
SKKanGAS inh = SKKanGAS growth inhibition. S. pyogenes SKKanGAS, kanamycin growth, BacTiter-Glo, 6 h. inhibition, % at 7.5 µM. 300,000 tested, 1.3% active;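 active = mean replicate score, as percent of positive control median, at least 50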;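 also: strain carries kanamycin resistance gene driven by streptokinase promoter and grows in 40 µg/ml kanamycin; loss of luminescence reflects streptokinase promoter inhibition or plain growth inhibition; 0% = median of DMSO wells and 100% = positive control at its reference dose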
AI-2 QS mod = modulators of Vibrio harveyi AI-2 quorum sensing system | 300,000 tested, 0.4% active | Vibrio harveyi JMH597 AI-2 luminescence/OD600 ratio, 9 h; active compounds read low; strain lacks LuxN and CqsS sensors; 0 = neutral-control median | activity change, % at 7.5 µM; in the data active = activity change below about -75%, passing the limit was not always enough;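 also: luminescence divided by OD600 gain over 9 h not by final OD600 alone; inactives centre near 13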
HSP90 inh = inhibitors of HSP90 luciferase refolding in rabbit reticulocyte lysate | luciferase refolding luminescence, 3 h | inhibition, % at 5.6 µM | 290,000 tested, 0.91% active | AID 1789;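 active = inhibition above the screen-wide mean plus 3 SD, computed separately per campaign, cut at about 16% in these data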;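 also: 0% = DMSO wells and 100% = 60 µM geldanamycin wells; inhibitors lower the luminescence because luciferase stays unfolded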
Platelet DG rel = platelet dense granule release activity; human platelet-rich plasma, SFLLRN dense granule ATP release, luminescence; inhibition, %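 (compounds screened at 7.5 µM in platelet-rich plasma)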; 300,000 tested, 0.22% active; AID 1663;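 active = mean replicate score, as percent of positive control, at or above 50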
IEC-6 cytotox = IEC-6 cytotoxicity, counter-screen for KLF5 inhibitors; luminescence viability; inhibition, % at 5 µM; 290,000 tested, 0.78% active; AID 1825; in the data active = inhibition above about 22%;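 also: 0% = plate median of test compound wells and 100% = cytotoxic reference compound wells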
HSF1 activator = increases HSF-1 driven luciferase reporter signal; NIH3T3-HGL HSF-1 luciferase reporter, MG132, 8 h; 100% = twice DMSO control signal; activation, % at 9 µM; 300,000 tested, 1.7% active; AID 504408;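 active = mean replicate activation of at least 50% with a set share of replicates each reaching 50%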;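 also: 0% = median of the neutral control wells and 100% = twice that signal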
HIF activator = HIF pathway transcriptional activation | U2OS HRE-luciferase reporter, luminescence; normalized: DMSO 0%, desferrioxamine 100% | activation, % at 7.5 µM (by protocol) | 300,000 tested, 0.32% active;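 active = mean activation of at least 10% of the iron chelator positive control signal, with at least half of replicates also reaching 10%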
* marks the source's active call; other numbers are inactive results; . = no result given.

SMILES	HSF1 inh	KLF5 inhibitor	aSyn UTR inh	SKKanGAS inh	AI-2 QS mod	HSP90 inh	Platelet DG rel	IEC-6 cytotox	HSF1 activator	HIF activator
CC(=O)Oc1c(-c2ccc(Br)o2)oc2ccccc2c1=O	-2	-15	-66	86*	11	-5	2	-7	8	1.2
O=C(c1ccco1)N(Cc1cccs1)C1CCS(=O)(=O)C1 (centres undefined)	-7	-43	15	-12	-1	-1	-10	-2	-9	-0.3
COc1cccc(C(C2C(=O)CC(C)(C)CC2=O)C2C(=O)CC(C)(C)CC2=O)c1	1	-30	3	1	7	1	10	7	-9	-1.1
O=C(Nc1cccc(F)c1)c1c(O)c2ccccc2[nH]c1=O	3	-106	-140	2	-5	-5	-14	0	32	-0.2
O=C(/C=C/c1cccc(F)c1)NNC(=O)c1ccncc1	-8	.	23	-7	22	.	18	.	-10	-0.6
Fc1ccccc1Cn1nnc2c(-n3ccnc3)ncnc21	7	-5	4	5	4	-1	4	-5	35	0.6
COCCn1c(SCC(=O)Nc2sc(C)c(C)c2C#N)nnc1C(C)C	1	6	-10	6	6	2	-3	5	4	0.0
Cc1ccc(S(=O)(=O)Nc2cccnc2)c(C)c1C	-83*	-8	8	1	21	2	6	9	-87	-6.6
CC(=O)NC1(c2cccc(F)c2)CCN(CC(=O)NC(C)C)CC1	-23	-14	-4	10	0	0	9	-6	-40	-0.5
O=C(NCCSCc1c(F)cccc1Cl)c1ccc(CN2CCOCC2)cc1	-1	6	3	2	20	0	3	2	5	-0.3
COCCNC(=O)Cn1cnc2c(cnn2-c2ccc(OC)cc2)c1=O	-12	-18	-3	-11	15	0	-1	4	-10	-0.1
CC1(C)NC(=O)N(CCOc2ccc([N+](=O)[O-])cc2)C1=O	6	-55	7	2	4	-1	-4	-3	-1	-0.3
O=C(CNS(=O)(=O)c1ccc([N+](=O)[O-])cc1)N/N=C/c1ccc(O)cc1O	1	-10	1	0	3	-1	-11	5	-17	1.7
Cc1c(C(=O)N(C)C)sc(NC(=O)c2cccc([N+](=O)[O-])c2)c1C#N	-3	-43	-51	6	1	0	0	-3	27	-0.2
COc1ccc(N(CC(=O)Nc2cc(C)ccc2C)S(=O)(=O)c2c(C)[nH]c(=O)[nH]c2=O)cc1	-5	-13	10	2	21	-6	4	3	5	0.0
O=C(Cn1cnc2c(nnn2Cc2ccc(F)cc2)c1=O)NC1CCCC1	7	4	-7	.	27	0	-5	0	37	0.2
CC(C)C(=O)Nc1cc(S(=O)(=O)Nc2ccc(Cl)cc2)ccc1Cl	-5	-8	-1	-4	-5	1	0	-7	6	-0.2
O=[N+]([O-])c1ccc(-c2csc3[n+]2CCS3)cc1	-7	-7	-13	12	20	2	5	3	15	-1.3
COc1cc(OC)cc(C(=O)NCC2CCCN(C(=O)c3csc(C(C)C)n3)C2)c1 (centres undefined)	8	-16	-10	6	4	-3	-2	-1	12	-0.3
COc1cc2[nH]c(C(=O)NCc3ccccc3)cc2c(OC)c1OC	-1	-11	10	-4	1	8	.	6	3	0.2
O=C(Nc1nc(-c2ccccc2)cs1)c1ccccc1NS(=O)(=O)c1ccc(F)cc1	-4	21	63*	85*	37	-6	-21	13	14	0.7
CNc1ccccc(-c2ccc3cc4c(cc3n2)OCO4)c1=O	14	-20	-215	1	5	4	26	2	9	2.0
O=C(NCc1ccco1)c1ccc2ccccc2n1	1	-13	-12	-9	5	5	-8	-1	-9	0.9
O=C(CSc1nc(-c2ccccc2)cc(C(F)(F)F)n1)NCCN1CCOCC1	1	7	3	-2	19	-3	2	3	0	0.5
Cc1cc(C(F)(F)F)nc(SCC(=O)NC2CC3CCC2C3)n1 (centres undefined)	0	-22	2	-3	21	-2	3	-1	15	-0.2
c1ccc(-c2ccc(-c3csnn3)cc2)cc1	24	-39	-131	-5	9	-3	13	3	26	2.6
CCC(=O)N1CCc2cc(Br)cc(S(=O)(=O)CCC(=O)NCc3ccco3)c21	-2	20	1	-3	12	1	1	-2	3	0.0
CC(C)(C)c1ccc(OCC(=O)Nc2ccc3c4c(cccc24)C(=O)NC3=O)cc1	0	0	57	4	8	-3	-13	6	1	-2.0
CC1CN(c2ccccc2)CCN1Cc1nc(Cc2ccccc2)no1 (centres undefined)	5	-19	-11	-5	18	5	-7	12	2	-0.1
Nc1ccc(-c2nc3c(ccc4ccccc43)[nH]2)cc1	39	-96	-27	14	36	-4	17	4	47	-5.0
COc1ccc(-c2nn(-c3ccccc3)cc2/C=C/C(=O)N2CCN(c3ccccn3)CC2)cc1	-28	-7	6	60*	8	6	7	4	-37	-0.8
CC(=O)OCCCCCCCCCCC[N+]1(C)CCCCC1	1	-4	12	.	39	2	0	-4	-4	-0.7
Cc1cc(C)c2c(N)c(C(=O)N/N=C/c3cccnc3)sc2n1	-3	-31	-128	-2	10	1	-20	-7	10	3.6
NC(=O)Cc1ccc(Nc2nnc(-c3ccccc3)c3ccccc23)cc1	.	-4	13	-1	6	2	5	-11	.	1.0
O=C(Nc1cc([N+](=O)[O-])ccc1C(=O)NCCN1CCOCC1)c1ccccc1	-6	-4	16	1	20	-4	7	1	-15	-0.4
O=C(c1ccc(-n2nc(C(F)(F)F)c3c2CCCC3)cc1)N1CCOCC1	-8	-20	23	2	11	2	4	8	7	-0.2
Cc1ccc(NC(=O)C(NC2CCCc3ccccc32)c2ccccc2)c([N+](=O)[O-])c1 (centres undefined)	7	-3	4	6	6	2	5	3	1	2.8
O=C(CCCCn1c(=O)[nH]c2ccccc2c1=O)N1CCN(c2cccc(C(F)(F)F)c2)CC1	0	-18	42	8	29	0	-2	2	10	-0.9
Cc1ccc(S(=O)(=O)Nc2ccc(O)c3ncccc23)cc1	20	32	49	0	2	0	9	-3	34	1.8
CC(=O)Nc1cc(N2C(=O)CCC2=O)ccc1Cl	3	3	26	3	18	1	16	1	-6	-10
CC(C)(C)NC(=O)CN(C(=O)CSc1nnc(COc2ccccc2)o1)c1cccc(F)c1	.	-24	-5	8	7	1	-7	2	.	-0.1
O=C(Nc1ccc(F)cc1)N(Cc1cccs1)Cc1cc2cc3c(cc2[nH]c1=O)OCO3	17	-15	-12	14	21	2	-48	4	37	0.8
Cc1ccc(NCc2ccc(O)c3ncccc23)cc1C	1	-11	-12	7	12	-2	-1	4	-6	0.4
Cc1ccc(OCc2nnnn2-c2ccccc2)cc1	6	-86	28	-2	19	75*	16	0	-2	0.1
CCCCNC(=S)N(Cc1ccco1)Cc1cc2cc3c(cc2[nH]c1=O)OCCO3	132	-33	28	2	34	1	-5	0	156*	-0.7
COc1ccc(CNC(=O)COC(=O)c2ccccc2OCC(=O)Nc2ccc(SC(F)F)cc2)cc1	-13	2	13	1	25	0	-7	-4	-32	-0.6
C=CCC(O)(CC=C)CNC(=O)C1CCC(=O)N(CCCc2ccccc2)C1 (centres undefined)	1	-16	4	9	9	-2	-5	5	-7	-0.9
COC(=O)c1cc2c(C(F)(F)F)nn(C)c2s1	-7	-5	14	-2	18	1	6	-1	11	-0.9

Arranged by SMILES length (lowest first): three of the compounds above
SMILES	HSF1 inh	KLF5 inhibitor	aSyn UTR inh	SKKanGAS inh	AI-2 QS mod	HSP90 inh	Platelet DG rel	IEC-6 cytotox	HSF1 activator	HIF activator
CCCCNC(=S)N(Cc1ccco1)Cc1cc2cc3c(cc2[nH]c1=O)OCCO3	132	-33	28	2	34	1	-5	0	156*	-0.7
Cc1ccc(NC(=O)C(NC2CCCc3ccccc32)c2ccccc2)c([N+](=O)[O-])c1 (centres undefined)	7	-3	4	6	6	2	5	3	1	2.8
COc1ccc(CNC(=O)COC(=O)c2ccccc2OCC(=O)Nc2ccc(SC(F)F)cc2)cc1	-13	2	13	1	25	0	-7	-4	-32	-0.6

The list goes on:
SMILES	HSF1 inh	KLF5 inhibitor	aSyn UTR inh	SKKanGAS inh	AI-2 QS mod	HSP90 inh	Platelet DG rel	IEC-6 cytotox	HSF1 activator	HIF activator
COc1cc(/C=C(\C#N)C(=O)N2CCc3ccccc32)ccc1O	11	1	-2	-8	24	1	2	7	36	-1.0
O=C(NC(=S)N1CCOCC1)C12CC3CCC(CC(C3)C1)C2	0	-26	16	2	6	-1	-5	0	6	-1.9
O=S(=O)(NCC(c1cccnc1)N1CCOCC1)c1cccs1 (centres undefined)	-1	-22	16	-14	37	4	-8	-3	12	0.0
O=C(Cn1ncc(Cl)c(Cl)c1=O)N1CCOCC1	24	-15	-62	-2	24	-1	-4	4	15	3.5
Cc1ccc(NC(=O)CSc2nc(=O)n(CCN3CCOCC3)c3c2CCCC3)cc1	0	.	-8	-15	18	.	6	.	-22	-0.3
O=C1CC(c2cccc(Cl)c2)CC(O)=C1C=Nc1ccccc1 (centres undefined)	78	-5	2	3	20	-4	16	0	116*	-1.2
CCOc1ccc(N2C(=O)CC(SC(=NC)Nc3cccc(OC)c3)C2=O)cc1 (centres undefined)	3	-12	19	3	24	2	1	-3	12	0.2
Cc1ccc(C(c2sc3nc(C)nn3c2O)N2CCN(CCO)CC2)cc1 (centres undefined)	-2	.	-4	-2	7	.	0	.	14	-0.2
CC(C)(C)c1ccc(C(=O)NCC(=O)N2CCCC2)cc1	3	-74	-74	-4	32	1	-6	0	10	-47
C=C1c2cc(C)ccc2NC(=O)N1c1ccc(C)cc1	-5	-7	-4	4	31	3	-27	-2	-9	0.0
Cc1ccc(N2CCN(S(=O)(=O)c3nnc(NC(=O)c4ccccc4)s3)CC2)cc1	-2	-22	-23	33	20	-3	-1	-4	-6	-0.2
CC(C)CCNC(=O)C1CCC(CNS(=O)(=O)c2ccc(Cl)cc2)CC1 (centres undefined)	-12	20	0	14	10	-2	-10	0	1	-28
Cc1nc(CS(=O)(=O)c2ccccc2)cc(N2CCN(c3ccccc3F)CC2)n1	-5	-11	28	-3	8	-4	8	0	-10	-0.5
CCC(=O)N1N=C(c2ccc(C)cc2)CC1c1ccco1 (centres undefined)	5	-16	-9	3	7	3	8	14	12	0.5
CN(C)/C=C(\C#N)S(=O)(=O)C(C)(C)C	-2	-2	2	-7	9	0	-4	1	0	-0.4
CCOC(=O)c1c(Cl)c(C)nn1-c1nc(OC)cc(OC)n1	-2	-10	14	-3	-3	4	-16	6	-17	0.3
CC(C)(C)C1CCc2onc(C(=O)Nc3ccc4c(c3)OCO4)c2C1 (centres undefined)	-28	-16	-9	0	10	1	-39	14	-45	0.4
CCCCCn1c(=O)[nH]c2cc(C(=O)NCCc3ccc(OC)c(OC)c3)ccc2c1=O	1	-17	16	-14	1	5	1	8	12	-0.9
O=C(CCCn1c(=S)[nH]c2cc3c(cc2c1=O)OCO3)N1CCN(c2ccccc2F)CC1	2	0	11	14	16	-2	0	3	-3	0.0
COc1ccc(/C=N\NC(=O)c2cccc(Br)c2)c(OC)c1	-8	-27	-2	-2	27	12	0	0	-14	0.4
COc1cc(/C=C/C(=O)OCC(=O)NCCN2C(=O)CSC2=O)ccc1OC(F)F	-2	10	9	-7	18	5	18	-6	-3	-0.2
O=c1c(-c2nc3ccccc3s2)cccn1Cc1ccccc1	50	-15	-87	17	12	-4	2	-1	93*	3.7
CCCn1cnc2scc(-c3ccc(OC)cc3)c2c1=O	13	-21	32	-1	39	1	-1	5	38	1.5
Nc1nonc1-n1nnc(C(=O)N/N=C/c2cccc(F)c2)c1-c1ccccc1	3	21	3	-1	11	-1	2	1	18	-0.2
O=C(NCc1nnc(SCC(=O)N2CCCCCC2)o1)c1ccc(F)cc1	-3	-19	-1	0	-6	3	-15	4	-1	0.1
